# Screening data deposited in PubChem BioAssay by several laboratories.
# HTR2A ag: activates the mouse 5-HT2A serotonin receptor; P35363; activation, % at 7.6 µM; 360,000 compounds, 0.66% hits; AID 624169; CHO-K1 mHTR2A beta-arrestin complementation, luminescence; percent of 30 µM serotonin response;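 active = activation above a run cutoff, the mean activation of all tested compounds plus 3 SD, cut at about 14% in these data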;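 also: 0% = plate median of compound wells and 100% = 30 µM serotonin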
# CaV13 ICDI inh: Primary screen for inhibitors of IQ motif and Ca2+-dependent inactivation inhibitor domain binding in CACNA1D, Förster resonance energy transfer in living cells, …; 340,000 compounds, 0.098% hits; HEK cells, CFP/YFP FRET ICDI-IQ, plate reader, 10 min; percent FRET-ratio fall versus neutral wells; inhibition, % at 12.3 µM;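 active = mean replicate inhibition of at least 30% and at least 1% of replicates passing that level; inconclusive = only one of the two criteria is met; inactive = neither criterion is met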;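 also: 0% = median of the neutral control wells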
# iPSC survival up: hiPSC single-cell survival enhancement; ATPlite luminescence; 100% = ROCK inhibitor wells, 0% = DMSO; survival enhancement, % at 20 µM; 360,000 compounds, 0.044% hits; AID 602274; in the data active = survival enhancement above about 18%;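 also: cells exposed to compounds for 16 hours before the ATP read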
# N-glyco inh: N-linked glycosylation inhibition; AID 588692; D54 ERlucT glycosylation luciferase reporter, 24 h; percent of 100 nM tunicamycin response; 360,000 compounds, 0.23% hits; reporter increase, % at 12.5 µM;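 active = mean luciferase reporter signal, scaled so untreated is 0 and the glycosylation-blocking control 100, at or above a set limit in every replicate; inconclusive = mean reaches the limit but not every replicate does; inactive = mean below the limit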;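 also: luciferase carries N-glycosylation sites so blocking glycosylation raises the light; 0% = median of neutral control wells and 100% = median of 100 nM tunicamycin wells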
# aDG glyco act: increases alpha dystroglycan glycosylation; activation, % at 10 µM; AID 624168; 360,000 compounds, 0.22% hits; Pro5-aDG cells, alpha-DG glycosylation AlphaScreen (IIH6); 0% Pro5, 100% B10-LARGE cell signal;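 active = activation of at least 8% versus controls, or a plate z-score of at least 8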;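 also: Pro5 are CHO cells carrying HIG-tagged alpha-DG that lacks glycosylation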
# ABCB6 inh MLPCN: human ABCB6 transporter inhibition | K562-ABCB6 porphyrin accumulation, flow cytometry, 1 h; active compounds read low | Q9NP58 | 360,000 compounds, 0.19% hits | fluorescence ratio to DMSO, % at 10 µM | AID 602162;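 active = fluorescence ratio to DMSO below 75%, the collection mean minus 3 SD; inconclusive = too few cells collected in the well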;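 also: signal is porphyrin accumulated inside mitochondria; 100% equals median channel fluorescence of DMSO control wells; lower ratio means ABCB6 inhibition with less porphyrin fluorescence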
# Target sequence (Q9NP58 whole entry, looked up): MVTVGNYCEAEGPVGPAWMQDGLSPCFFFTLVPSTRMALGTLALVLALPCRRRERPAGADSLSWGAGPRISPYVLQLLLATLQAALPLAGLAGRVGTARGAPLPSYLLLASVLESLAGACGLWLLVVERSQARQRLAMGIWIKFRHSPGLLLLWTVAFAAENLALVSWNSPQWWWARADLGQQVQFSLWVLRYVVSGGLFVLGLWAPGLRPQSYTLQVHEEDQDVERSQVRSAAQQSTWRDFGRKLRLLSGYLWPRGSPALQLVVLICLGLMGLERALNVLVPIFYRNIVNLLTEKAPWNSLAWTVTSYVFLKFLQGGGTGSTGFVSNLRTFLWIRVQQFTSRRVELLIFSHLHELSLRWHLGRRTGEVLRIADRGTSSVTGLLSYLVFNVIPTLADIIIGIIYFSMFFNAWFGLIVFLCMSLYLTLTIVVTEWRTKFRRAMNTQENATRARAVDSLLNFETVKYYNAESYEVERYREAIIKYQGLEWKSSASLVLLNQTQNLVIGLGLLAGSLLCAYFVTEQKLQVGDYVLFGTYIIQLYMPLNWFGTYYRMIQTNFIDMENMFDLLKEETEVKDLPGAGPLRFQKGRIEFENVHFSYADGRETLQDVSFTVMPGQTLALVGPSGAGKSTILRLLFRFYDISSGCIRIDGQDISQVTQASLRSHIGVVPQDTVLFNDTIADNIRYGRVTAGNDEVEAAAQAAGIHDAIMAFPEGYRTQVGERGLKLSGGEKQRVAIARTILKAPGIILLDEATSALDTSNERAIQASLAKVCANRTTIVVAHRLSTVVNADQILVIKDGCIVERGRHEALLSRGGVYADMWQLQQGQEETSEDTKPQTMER
# Exocytosis inh: lytic granule exocytosis inhibition; TALL-104 LAMP-1 surface exposure, flow cytometry; cells stimulated with thapsigargin and PMA; 360,000 compounds, 0.66% hits; inhibition, % at 10 µM;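 active = inhibition above about 55%, limit read from the data; inconclusive = no clear call, values can overlap the other calls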
# PDI inh: blocks human protein disulfide isomerase activity | P07237 | PDI insulin aggregation turbidity, A650, 90 min | inhibition, % at 10 µM | 350,000 compounds, 0.052% hits | AID 588391;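 active = mean inhibition across replicates of 30% or more, whatever share of single replicates reach that level; inconclusive = mean inhibition below 30% while every single replicate reaches 30%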;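 also: absorbance from insulin aggregation driven by PDI reduction with DTT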
# H9c2 protect: myocardial damage modulation in H9c2 cells | H9c2 cardiomyocytes, H2O2 injury protection, ATPLite, 2 h | protection from H2O2 cell death, % at 20 µM | 360,000 compounds, 0.63% hits;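 active = compounds giving at least 50% protection of heart cells from peroxide-induced death in the single-dose screen, raw or plate-pattern-corrected value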;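 also: 0% = DMSO wells with peroxide and 100% = DMSO wells without peroxide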
# Vif imaging: inhibitors of HIV Vif | HEK293T cells, Vif self-association by quenched fluorescence, imaging, 24 h | inhibition, % at 7.49 µM | 340,000 compounds, 0.35% hits; in the data active = inhibition above about 50%, passing the limit was not always enough; inconclusive = no clear call, values can overlap the other calls; inactive = below about 31%; also: some results filed as inactive read as strong as hits
# * = called active by the depositor; ? = inconclusive; . = no result given.
cpd	structure	HTR2A ag	CaV13 ICDI inh	iPSC survival up	N-glyco inh	aDG glyco act	ABCB6 inh MLPCN	Exocytosis inh	PDI inh	H9c2 protect	Vif imaging
1	COc1cccc(S(=O)(=O)Nc2ccc(C(=O)N3CCN(C(=O)c4ccco4)CC3)cc2)c1	1.3	-4.0	-2.8	0.9	0.0	90.0	1.9	3.0	1.9	0.3
2	CCN1C(=O)C(=O)N(CC(=O)NC(C)CCc2ccccc2)C1=O (stereo unspecified)	-4.1	-17.1	-2.4	1.2	-0.1	103.0	1.8	2.6	0.2	-2.5
3	COc1nc2ccc(C)cc2cc1-c1noc(-c2cccnc2)n1	4.6	.	-2.9	-1.1	0.1	97.0	?	-11.5	26.8	-1.9
4	CC(NC(=O)C1CCCCC1)C(c1cccs1)N1CCN(C)CC1 (stereo unspecified)	2.5	-9.4	-1.0	3.8	0.1	90.0	-3.2	.	12.2	7.6
5	COc1ccc(NC(=O)CCC(=O)Nc2nnc(CC(C)C)s2)cc1Cl	-1.2	-2.2	-0.3	3.7	-0.1	98.0	6.9	-0.9	4.0	-1.1
6	Cc1cccc(CS(=O)(=O)c2ncc(Cl)c(C(=O)Nc3nnc(C(C)C)s3)n2)c1	-5.4	.	0.1	4.3	0.1	103.0	21.2	16.0	-10.6	-18.7
7	COc1ccc(-c2noc(Cc3cccs3)n2)cc1	-4.1	-5.2	-1.8	1.6	0.1	102.0	-2.2	3.0	-14.4	-16.3
8	Nc1cc(=O)[nH]c(SCC(=O)Nc2cccc(Cl)c2Cl)n1	-3.4	-2.4	-0.5	3.2	-0.2	88.0	-2.8	-24.1	-3.6	-7.3
9	NC(=O)c1ncc(C(F)(F)F)cc1Oc1ccc(C(F)(F)F)cc1	0.2	-1.7	1.7	1.9	0.1	99.0	-1.9	-1.5	-0.4	.
10	Cn1c(C(=O)NC2CCCCC2)cc2c(=O)n(C)c3ccccc3c21	1.2	-7.0	0.6	11.4	-0.2	103.0	-16.0	.	17.3	-3.3
11	CCc1nnc(NC(=O)c2ccc3c(c2)C(=O)N(CC)C3=O)s1	4.5	-3.5	-2.2	1.1	-0.1	90.0	4.7	-3.7	-8.8	-7.3
12	O=C(c1ccc(Cl)cc1)N1CCN(C(=O)c2ccco2)CC1	-4.0	-6.1	5.2	0.4	-0.3	99.0	-1.9	7.6	8.5	-2.4
13	COc1cccc(CN(C)C(=O)CCc2nnc(-c3ccsc3)o2)c1	-0.6	2.2	-0.5	1.6	0.1	101.0	-3.2	-7.7	1.4	7.1
14	C=CCn1cnc2c(c1=O)c1nc3ccccc3nc1n2/N=C/c1cccc(OC)c1	1.5	-5.0	-1.2	1.9	0.0	83.0	-0.1	5.2	11.0	6.8
15	Cc1cc(NC(=O)CC2CCCC2)ccc1Br	-6.3	-3.0	0.9	-0.1	0.0	92.0	22.6	13.6	-11.9	-1.9
16	Cc1ccc(Cc2nc3ccccc3n2C(CCc2ccccc2)c2nc3ccccc3[nH]2)cc1 (stereo unspecified)	1.5	-2.7	.	.	-0.1	.	7.2	.	.	.
17	O=C(NCC(=O)N(c1ccccc1)C(C(=O)NC1CCCC1)c1cccnc1)c1cccs1 (stereo unspecified)	3.1	-4.6	0.1	2.3	0.0	101.0	-4.8	7.1	-0.3	6.2
18	COC(=O)c1sc2cc(C(F)(F)F)cnc2c1-c1ccccn1	3.6	-2.7	4.4	-0.2	-0.1	96.0	-0.7	8.9	4.6	-0.5
19	CC1(C)CC(=O)c2c(n(S(=O)(=O)c3ccccc3)c3ccc(NS(=O)(=O)c4ccccc4)cc23)C1	-0.8	-5.1	0.7	-4.9	-0.2	90.0	-1.1	7.5	-6.5	-8.7
20	O=C(c1cccc(C(F)(F)F)c1)C1CCCN(C(=O)Cn2cncn2)C1 (stereo unspecified)	-4.3	-5.1	0.0	1.7	0.0	98.0	-7.2	2.6	0.1	-4.0
21	O=C(NCc1ccccc1)C1CCN(S(=O)(=O)c2cc([N+](=O)[O-])ccc2Cl)CC1	1.0	-1.3	0.7	4.4	0.5	98.0	-1.4	-4.1	-0.8	13.4
22	C[C@H](CO)N1C[C@H](C)[C@@H](CN(C)C(=O)Nc2ccccc2)Oc2ncc(-c3ccc(C#N)cc3)cc2C1=O	3.6	-5.9	-2.0	0.1	0.1	105.0	-2.7	-3.5	29.2	-7.9
23	CCC(NC(=O)c1cc(COc2c(F)cccc2F)on1)c1ccncc1 (stereo unspecified)	6.0	.	-0.3	-2.7	0.8	94.0	7.9	-0.2	-6.6	-4.3
24	CCC(=O)Nc1ccc2oc(-c3cccc(C)c3)nc2c1	-2.1	.	-3.7	-15.7	0.2	97.0	0.1	-2.5	-20.1	.
25	Cc1cc(C)c2c(N)c3ccccc3nc2n1	2.3	-0.6	8.0	123.0*	2.3	107.0	-2.4	-5.7	3.2	-21.9
26	COc1ccc([N+](=O)[O-])cc1NC(=O)C(C)OC(=O)C1c2ccccc2Oc2ccccc21 (stereo unspecified)	-4.7	-4.2	6.7	-2.6	0.1	94.0	-8.6	17.6	0.6	-1.9
27	CC1(C)CC(=O)C=C(Nc2ccccc2O)C1	-0.9	-4.9	3.7	-2.8	-0.1	105.0	-6.0	1.6	5.2	30.2
28	O=C(O)c1cccc(NC2=Nc3cccc4cccc2c34)c1	-3.1	3.3	-0.4	4.4	2.7	96.0	-2.1	10.2	1.2	-0.7
29	CSc1ccc(/C=C/C(=O)OCC(=O)NC2CCCC2)cc1	-10.8	-4.6	4.4	1.4	-0.3	96.0	-3.2	-6.0	-13.3	-0.5
30	COc1cc(C(=O)OC(C)CN2CCCC2)cc(OC)c1OC (stereo unspecified)	-5.7	-6.3	-0.5	0.3	0.2	89.0	0.6	-2.3	2.2	3.3

# In the list so far, these contain fluorine:
cpd	structure	HTR2A ag	CaV13 ICDI inh	iPSC survival up	N-glyco inh	aDG glyco act	ABCB6 inh MLPCN	Exocytosis inh	PDI inh	H9c2 protect	Vif imaging
9	NC(=O)c1ncc(C(F)(F)F)cc1Oc1ccc(C(F)(F)F)cc1	0.2	-1.7	1.7	1.9	0.1	99.0	-1.9	-1.5	-0.4	.
18	COC(=O)c1sc2cc(C(F)(F)F)cnc2c1-c1ccccn1	3.6	-2.7	4.4	-0.2	-0.1	96.0	-0.7	8.9	4.6	-0.5
20	O=C(c1cccc(C(F)(F)F)c1)C1CCCN(C(=O)Cn2cncn2)C1 (stereo unspecified)	-4.3	-5.1	0.0	1.7	0.0	98.0	-7.2	2.6	0.1	-4.0
23	CCC(NC(=O)c1cc(COc2c(F)cccc2F)on1)c1ccncc1 (stereo unspecified)	6.0	.	-0.3	-2.7	0.8	94.0	7.9	-0.2	-6.6	-4.3

# (list continues)
cpd	structure	HTR2A ag	CaV13 ICDI inh	iPSC survival up	N-glyco inh	aDG glyco act	ABCB6 inh MLPCN	Exocytosis inh	PDI inh	H9c2 protect	Vif imaging
31	Cn1cccc1/C=N/NC(=O)Cc1cccs1	-0.9	-20.0	-0.2	-0.5	-0.2	99.0	-6.7	0.1	-5.6	2.5
32	CC(=O)c1cccc(NC(=O)c2cc(S(=O)(=O)N3CCCCC3)ccc2N2CCOCC2)c1	-0.7	-5.5	-1.1	-0.5	-0.1	99.0	-1.8	-2.2	-1.7	-1.5
33	O=C(Cn1c2ccc(F)cc2c2nc3n(c(=O)c21)CCS3)NC1CCCC1	4.8	-3.8	0.4	0.3	0.0	97.0	0.0	-97.8	-2.5	10.4
34	CCOC(=O)C1=CN(CC)S(=O)(=O)NC1CC (stereo unspecified)	1.1	-10.0	1.8	2.7	-0.2	104.0	-4.6	1.2	0.9	18.0
35	C=CCNc1nc2c(c(=O)n(C)c(=O)n2C)n1CCCCCC	1.6	-8.5	-0.3	-4.7	2.1	96.0	-11.1	-1.8	-12.2	-16.9
36	COCc1nn2c(N)c(-c3ccccc3)cnc2c1-c1ccccc1	-0.9	-1.4	-0.6	-2.6	0.0	91.0	-2.5	-2.3	-9.4	1.8
37	O=C(c1ccc2c(c1)C(=O)N(c1ccc(Cl)cc1)C2=O)N1CCN(c2ccccn2)CC1	1.9	-6.8	-0.2	0.8	-0.2	101.0	-3.0	10.4	-4.9	7.9
38	COc1ccc(N(CC(=O)NCCC2=CCCCC2)S(=O)(=O)c2ccccc2)c(OC)c1	1.0	4.9	2.9	0.8	-0.3	85.0	-0.2	0.8	-11.9	9.0
39	Cc1ccc(C(=O)N2CC(C)CC(C)C2)cc1NC1=NC2CS(=O)(=O)CC2S1 (stereo unspecified)	-0.6	-5.4	-0.7	-1.8	-0.4	97.0	-0.1	.	7.9	3.2
40	Cc1cc(C)n2nc(SCC(=O)N(C)c3ccccc3)nc2n1	4.4	-8.6	-0.3	-1.6	0.1	103.0	-0.3	-6.3	-3.3	-3.0
41	O=C1[C@@H](c2ccccc2)[C@@H](c2ccccc2)N1c1cccnc1	3.2	-5.9	-3.4	12.3	-0.3	94.0	1.1	12.8	-40.0	1.3
42	CC(NC(=O)C(=O)NN=C1CCCCCCC1)c1ccccc1 (stereo unspecified)	-2.2	1.9	-1.7	1.0	0.0	97.0	0.0	2.5	5.9	0.7
43	Cc1ccc(CN2C(=O)c3ccccc3C2C(=O)NCC2CCCO2)cc1 (stereo unspecified)	-3.9	-5.5	3.9	-1.2	1.2	97.0	-0.2	-8.9	-0.8	-9.2
44	Cc1[nH]nc2c1C(c1ccsc1C)C(C#N)=C(N)O2 (stereo unspecified)	-2.2	.	-1.1	4.8	-0.1	105.0	-2.2	-0.4	2.8	-3.1
45	COc1cc(CNC(=O)C2CCCC2)cc(OC)c1OC	5.5	-4.0	0.2	3.5	0.0	100.0	-10.5	-1.8	-0.9	-5.4
46	CCOc1ccc(S(=O)(=O)N2CCCC(C(=O)N3CCN(CC)CC3)C2)cc1Cl (stereo unspecified)	6.9	-3.1	0.3	-0.5	0.2	98.0	10.2	-6.4	-8.7	12.7
47	O=C(N/N=C/c1ccncc1)C12CC3CC(CC(C3)C1)C2	2.0	-6.2	-0.9	0.4	-0.1	95.0	-3.1	0.1	-3.3	-0.9
48	CCCn1c(=O)[nH]c(=O)c2c(C(=O)OCC)cc(-c3cccs3)nc21	1.1	-6.0	-0.6	2.7	0.0	95.0	-1.2	-7.6	-7.6	-4.0
49	COc1cc(C(=O)OC(C)C(=O)Nc2ccc3c(c2)OCO3)ccc1OCc1c(C)noc1C (stereo unspecified)	1.8	-3.6	-0.7	0.9	0.2	90.0	-0.1	7.5	0.0	10.5
50	COc1cc(/C=C/C(=O)N2CCN(C(=O)/C=C/c3cc(OC)c(OC)c(OC)c3)CC2)cc(OC)c1OC	-1.8	.	-0.3	9.1	0.1	95.0	17.2	-2.8	20.4	-8.8
51	CC(NC(=S)Nc1ccc(S(N)(=O)=O)cc1)c1ccc2c(c1)OCO2 (stereo unspecified)	-1.1	-4.1	0.0	0.0	-0.1	100.0	-1.0	0.9	-4.0	0.5
52	O=C(Cc1cccs1)N(CC1CCCO1)C1(C(=O)NC2CCCC2)CCCCC1 (stereo unspecified)	4.8	-3.5	-0.6	-1.6	0.2	86.0	10.4	8.9	0.3	-3.5
